AddAB inh = growth inhibition of E. coli expressing H. pylori AddAB, primary screen, AddAB inhibitor project, absorbance. inhibition, % at 11.9 µM. 330,000 compounds, 0.29% hits. AID 435030, 2010; in the data active = inhibition above about 12%;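 note: 0% = vehicle wells of infected cells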
phage Ecoli inh = growth loss of phage-infected E. coli, primary screen, RecBCD inhibitor project, absorbance, with phage, HTS. inhibition, % at 11.9 µM. 360,000 compounds, 0.26% hits; in the data active = inhibition above about 11%
Tat transport = E. coli Tat export inhibitors, primary screen, MC4100, TorA-mCherry reporter, fluorescence, single point; 340,000 compounds, 0.036% hits; inhibition, % at 10 µM; AID 488895, 2010;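 active = mean replicate inhibition at least 50% and at least half of replicates individually reaching 50%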;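 note: exported cargo escapes ClpAP degradation while cytoplasmic cargo is degraded and loses fluorescence; 0% = median of neutral control wells and 100% = median of NaSCN control wells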
DAGLB inhibitor = DAGLB lipase inhibitors, primary screen, biochemical, fluorescence, HTS; inhibition, % at 5.17 µM; 340,000 compounds, 0.059% hits; HEK293T DAGLB membrane lysate, EnzChek fluorogenic substrate; in the data active = inhibition above about 34%;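 note: 0% = enzyme with vehicle and 100% = wells lacking enzyme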
Target sequence (Q8NCG7 whole entry, looked up): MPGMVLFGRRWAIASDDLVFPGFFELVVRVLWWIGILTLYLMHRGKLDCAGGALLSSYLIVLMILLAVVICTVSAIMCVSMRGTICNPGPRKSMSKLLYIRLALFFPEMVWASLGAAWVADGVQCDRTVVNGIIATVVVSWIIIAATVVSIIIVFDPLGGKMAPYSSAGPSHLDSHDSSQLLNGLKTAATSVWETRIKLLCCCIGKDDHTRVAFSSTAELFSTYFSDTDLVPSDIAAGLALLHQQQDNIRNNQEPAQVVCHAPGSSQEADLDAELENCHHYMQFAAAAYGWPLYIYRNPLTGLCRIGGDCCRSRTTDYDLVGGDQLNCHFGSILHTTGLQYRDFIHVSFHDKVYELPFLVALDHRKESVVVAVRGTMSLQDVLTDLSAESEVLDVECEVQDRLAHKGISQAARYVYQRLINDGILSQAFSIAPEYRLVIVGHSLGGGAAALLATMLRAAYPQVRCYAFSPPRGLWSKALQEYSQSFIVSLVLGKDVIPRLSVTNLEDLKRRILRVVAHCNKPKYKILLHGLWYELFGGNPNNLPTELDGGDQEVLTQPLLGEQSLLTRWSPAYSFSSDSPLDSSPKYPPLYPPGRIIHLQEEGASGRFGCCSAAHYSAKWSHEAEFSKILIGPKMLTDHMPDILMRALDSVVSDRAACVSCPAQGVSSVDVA
PKA-R1A activ = activators of PKA-R1A holoenzyme, primary screen, biochemical, fluorescence polarization, Cy5-IP20, bovine R1A, mouse PKAc; PKA-R1A dissociation; scaled: DMSO 0%, 113 µM cGMP 100%; activation, % at 11.4 µM; 340,000 compounds, 0.083% hits; cAMP-dependent protein kinase type I-alpha regulatory subunit (Bos taurus) + …;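 active = percent activation above the mean of all tested compounds plus 3 SD, cut at about 19% in these data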;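 note: higher means more PKAc released from R1A so a rise in polarization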
Ecoli viability = E. coli V3065 growth inhibition, primary screen, counter-screen for AddAB inhibitor project, absorbance, OD600. 18 h. inhibition, % at 11.9 µM. 330,000 compounds, 0.27% hits;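 active = inhibition above the campaign's mean inhibition across all tested compounds plus 3 SD, cut at about 9.9% in these data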;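 note: uninfected addAB+ strain grown without phage in ampicillin broth; 0% = DMSO wells and 100% = ciprofloxacin 0.95 µg/ml wells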
HTR5A inv ag = HTR5A inverse agonists in luminescence cell assay, primary screen, counter-screen for OPRM1-OPRD1 heterodimer inverse agonist project, full-deck HTS; HTR5A cell line, inverse agonism; AID 504634, 2011; 340,000 compounds, 0.083% hits; 5-hydroxytryptamine receptor 5A (Homo sapiens), P47898; inhibition, % at 9.3 µM; in the data active = inhibition mostly above about 23%, no sharp cut-off; inactive = mostly below about 18%;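 note: 0% = cells with DMSO and 100% = no-cell wells with DMSO; some compounds called inactive have numbers as strong as hits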
PKA-R2B activ = activators of PKA-R2B holoenzyme, primary screen, biochemical, fluorescence polarization, Cy5-IP20, human; 340,000 compounds, 0.079% hits; cAMP-dependent protein kinase catalytic subunit beta (Homo sapiens) + cAMP-dependent …; activation, % at 11.4 µM; PKA-R2B holoenzyme dissociation; R2B truncated from residue 108, S112A mutant; 0% DMSO only, 100% 113 µM cGMP; AID 504700, 2011;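 active = activation above a cutoff set at the mean over all compounds plus 3 SD, cut at about 18% in these data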;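 note: higher means more holoenzyme dissociation and a rise in polarization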
SUMO Mot1 rescue = yeast Mot1-301 growth rescue at high temperature, primary screen, SUMOylation pathway inhibitor project, S. cerevisiae, ATP luminescence, 38.5C | 320,000 compounds, 1% hits | AID 2716, 2010 | growth rescue, % at 18.8 µM | S. cerevisiae Mot1-301 growth rescue; percent above DMSO median, 100 means doubled;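 active = every valid replicate shows activation above 250% relative to neutral control wells; inactive = the rest, any valid replicate at or below 250%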;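 note: OY570 slx delta 5 strain wells were the positive control but not used for scaling; some compounds called inactive have numbers as strong as hits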
HTR5A ag ctr = HTR5A agonists in luminescence cell assay, primary screen, counter-screen for OPRM1-OPRD1 heterodimer agonist project, full-deck HTS; 5-hydroxytryptamine receptor 5A (Homo sapiens), P47898; cell-based; activation, % at 9.3 µM; 340,000 compounds, 0.61% hits; in the data active = activation mostly above about 9.5%, no sharp cut-off; inactive = mostly below about 7.6%;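 note: 0% = cells with vehicle only and 100% = reference agonist; strong numbers were not always called active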
CDK5 inh = inhibitors of human CDK5/p35 kinase, primary screen, biochemical, single concentration; Recombinant CDK5/p35, ADP-Glo luminescence, 60 min; 330,000 compounds, 0.01% hits; Cyclin-dependent kinase 5 (Homo sapiens) + Cyclin-dependent kinase 5 activator 1 (Homo …; AID 488839, 2010; inhibition, % at 10 µM;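 active = highest replicate inhibition of at least 50% and at least 75% of replicates reaching 50%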;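 note: plate controls were DMSO neutral control for no effect and GW8510 at 10 µM for full effect; many of its hits are not listed in these tables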
An asterisk follows results filed as active; nt = no result given.

canonical_smiles,AddAB inh,phage Ecoli inh,Tat transport,DAGLB inhibitor,PKA-R1A activ,Ecoli viability,HTR5A inv ag,PKA-R2B activ,SUMO Mot1 rescue,HTR5A ag ctr,CDK5 inh
c1nc(N2CCCC2)c2[nH]cnc2n1,-1.0,2.8,-5,1,-2,-1.2,-6,1,5,0,2.8
O=C(Cn1cnc2c(nnn2Cc2ccc(F)cc2)c1=O)NCc1ccccc1,-0.6,0.8,0,-1,-6,0.7,-9,-2,-11,0,-0.8
CN(C)c1ccc(C(=O)NCCCSc2ccccc2)cc1,0.9,4.0,-8,-2,20*,4.1,0,7,62,0,0.5
CC(=O)c1sc(=S)n(Cc2ccccc2)c1C,nt,0.2,11,0,-8,nt,-9,2,2,2,0.1
CCNC(=O)C1(c2ccccc2)CCCC1,1.3,0.5,2,-1,-2,-1.3,24,2,1,-1,0.5
Cc1ccc(N/C=C/C(=O)c2ccccc2)cc1Br,-1.1,4.3,-4,-4,2,0.1,4,-3,-14,-1,-3.8
COc1ccc(OC)c(-c2csc(NC(=O)c3ccc(F)cc3)n2)c1,1.2,1.2,-1,-12,-10,1.2,6,-3,12,-2,0.1
CC(C)C(=O)Nc1c(C(=O)N2CCN(c3ncccn3)CC2)oc2ccccc12,2.1,1.7,6,-1,-4,0.4,-14,3,29,1,-1.3
CCOC(=O)CN1C(=O)NC2NC(=O)NC21 (stereo unspecified),3.0,2.9,-3,1,-5,-0.8,5,0,-21,-2,1.6
CCOC(=O)N1C2C=C(C)[C@@H]2[C@@H]2CC(=O)N21 (stereo partly specified),-1.8,4.5,3,-2,6,-1.2,11,-2,22,0,0.0
O=C(Nc1ccc(Br)cc1)N1CCCCC1,-0.3,2.3,2,-2,7,0.9,11,10,nt,-4,0.4
Cc1ccc(S(=O)(=O)NCCSCc2ccccc2)cc1,4.1,4.8,-4,-9,6,-0.9,-5,5,524,7,0.7
O=C(Nc1ccc(Cc2ccncc2)cc1)c1cc(F)c(F)cc1Cl,1.5,-0.5,7,2,-1,1.9,5,-9,13,0,1.6
O=C(CSc1nnc(-c2ccccc2)o1)N1CCN(c2ccccc2)CC1,2.6,0.9,2,-1,1,0.5,-7,-8,-3,1,-0.1
CCN(CC)S(=O)(=O)c1ccc(O)c(NC(=O)c2cc(-c3cc(OC)c(OC)c(OC)c3)nc3ccccc23)c1,0.5,nt,-1,-2,-7,-0.4,3,-10,88,-1,-1.0
Cc1onc(C(=O)N2CCOCC2)c1[N+](=O)[O-],0.8,4.5,2,-1,3,-0.9,12,-2,-11,-5,-2.1
COc1ccc(N2CCN(C(=O)CNC(=O)Cc3ccccc3)CC2)cc1,-0.2,-1.5,0,-6,-2,-0.2,-6,-14,1,5,1.4
COCCn1c(N)c(N(Cc2ccccc2)C(=O)COc2ccccc2F)c(=O)[nH]c1=O,0.9,1.6,-6,2,-5,1.1,-12,-8,-1,5,-1.1
CC1CCN(C(=O)COc2coc(CN3CCc4ccccc43)cc2=O)CC1,5.8,2.9,2,-1,0,3.2,-17,-5,10,6,-0.8
CC(=O)Nc1cccc(OC(=O)COc2ccc(Br)cc2)c1,0.7,3.6,4,-5,10,0.4,3,-1,2,-6,-0.5

The list continues.
canonical_smiles,AddAB inh,phage Ecoli inh,Tat transport,DAGLB inhibitor,PKA-R1A activ,Ecoli viability,HTR5A inv ag,PKA-R2B activ,SUMO Mot1 rescue,HTR5A ag ctr,CDK5 inh
O=C(O)/C=C/C(=O)NNc1ccc([N+](=O)[O-])cc1,2.0,1.3,-13,1,5,0.7,3,3,-2,-1,1.1
Cc1ccccc1NC(=S)N1CCCC(c2nc3ccccc3[nH]2)C1 (stereo unspecified),-1.2,3.4,4,-1,-6,1.0,-1,-6,-3,7,-1.0
COC(=O)c1ccc(C(=O)N(C)C2CCCN(Cc3ccccc3F)C2)cc1 (stereo unspecified),-0.1,2.5,4,1,-5,-0.9,-12,-12,-8,4,1.0
O=C(COC(=O)c1cccc(S(=O)(=O)Nc2ccc(F)cc2)c1)NCCN1C(=O)CSC1=O,-1.0,1.5,3,-2,-2,0.7,-4,0,-5,2,1.1
COC(=O)C[C@H]1c2cc(C(F)(F)F)ccc2S(=O)(=O)N1C(C)(C)C,1.6,0.4,3,-8,0,0.7,-21,-17,154,8,0.6
O=c1cc(C(F)(F)F)nc(SCc2cccnc2)[nH]1,-0.6,nt,-3,2,-7,-3.0,-8,-8,-1,5,1.9
O=C(NNC(=O)c1nn(-c2ccc(F)cc2)ccc1=O)c1ccccc1Cl,0.9,1.5,9,-2,-10,4.6,-16,1,-2,-8,0.4
O=C1CSC(c2ccc(F)c(F)c2)N1c1ccccc1F (stereo unspecified),1.6,4.5,-9,-1,7,0.5,-3,3,891*,1,-0.9
CN1CCC(CC(C(=O)N2CCCC2)(c2ccccc2)c2ccccc2)C1 (stereo unspecified),nt,0.3,-9,-1,-8,nt,1,-8,nt,0,0.4
Cc1csc(=Nc2cccnc2)n1CC1CCCCC1,0.8,-0.5,-6,-3,7,-0.5,0,1,-11,0,-1.2
O=C(OCC(=O)N1CCN(c2ccccc2)CC1)c1cccc(Cl)c1,-1.1,0.9,3,-2,1,-3.3,-12,-2,-16,5,-1.2
CSc1ccccc1N1CCN(C(=O)Nc2ccc3c(c2)NC(=O)CO3)CC1,-0.8,-0.3,17,5,-4,-1.2,11,-5,-9,-5,2.5
Cn1cc(S(=O)(=O)N2CCN(Cc3ccccc3)CC2)c(=O)n(C)c1=O,0.3,3.3,6,-4,0,-2.0,-17,10,-11,2,1.3
COc1cc(/C=N/NC(=O)COc2cc(C)cc(C)c2)ccc1OS(=O)(=O)c1ccc(C)cc1,3.4,3.9,0,-6,-9,-4.2,-23,-7,82,3,1.1
OC[C@H]1O[C@H](OC[C@H]2OC(O)[C@H](O)[C@@H](O)[C@@H]2O)[C@H](O)[C@@H](O)[C@@H]1O (stereo partly specified),-1.3,4.6,-3,1,-2,-1.6,-21,-1,6,2,0.3
CCOc1ccc(N(CC(=O)Nc2ccc(C)cc2)S(C)(=O)=O)cc1,0.0,0.0,3,-3,-3,-1.6,4,-6,-15,-1,-0.4
Cn1c(CC(=O)Nc2ccc(Cl)c(Cl)c2)nnc1SCC(=O)NCc1ccccc1,0.2,0.9,-6,1,-3,-0.2,20,-4,-14,6,0.3
CN1C(=O)[C@@H]2[C@@H]3C[C@@H]([C@H]4ON=C(c5ccccc5OCC#N)[C@@H]34)[C@@H]2C1=O,2.4,2.2,-4,-1,4,2.5,-15,-5,1,1,-1.4
O=C1NCCCC1C(=O)NCCN1C(=O)CCC1=O (stereo unspecified),-0.4,1.4,0,1,-6,1.2,-18,1,-1,-5,1.9
CCOc1ccccc1C(=O)N[C@H](C(=O)OCc1cc([N+](=O)[O-])cc2c1OCOC2)C(C)C,0.9,3.1,7,-6,-4,1.4,-13,-4,-3,4,-1.0

Following part.
canonical_smiles,AddAB inh,phage Ecoli inh,Tat transport,DAGLB inhibitor,PKA-R1A activ,Ecoli viability,HTR5A inv ag,PKA-R2B activ,SUMO Mot1 rescue,HTR5A ag ctr,CDK5 inh
Cc1ccc(/C=N/N2CCN(Cc3cccc4ccccc34)CC2)o1,-1.1,0.9,-5,-4,-11,1.0,-7,8,49,9,1.5
COc1ccc(Cc2nnc(NC(=O)C3CC(=O)N(c4ccc(OC)cc4)C3)s2)cc1 (stereo unspecified),1.0,-0.9,-2,3,-10,-2.1,4,-8,44,-1,-1.7
CCN(CC)S(=O)(=O)c1ccc(N2CCOCC2)c(NC(=O)C(=O)c2c(-c3ccccc3)cc3ccccn23)c1,-1.9,2.6,0,-1,2,-0.6,0,3,-18,-2,-0.3
COc1ccc(CCNC(=O)c2cc(S(=O)(=O)N(C)C)ccc2N2CCCC2)cc1OC,2.6,1.6,4,-1,-1,0.6,3,3,-12,-1,-1.7
NS(=O)(=O)c1ccc(-c2ccc(/C=C3\C(=O)Nc4cc(Cl)ccc43)o2)cc1,nt,-2.1,-8,6,2,nt,-4,10,nt,2,-0.2
Clc1ccc(-c2cc3ccccc3[nH]2)cc1,-0.2,2.5,-7,-8,-13,0.3,9,-14,95,4,0.0
CCOC(=O)c1nn(-c2ccc(C)cc2)cc1C(=O)c1ccccc1,4.8,2.1,5,-5,-10,-1.0,-12,-4,-4,4,-1.2
CNC(=S)NNC(=O)c1ccc2c(c1)OCO2,3.2,4.7,-18,4,3,1.7,24,-7,36,5,-2.1
CN1C(c2ccccc2)=NO[C@]1(C)c1ccccc1,-0.2,-0.3,-1,0,1,-2.1,-33,4,29,-2,1.7
Cc1cc(NC(=O)CCC(=O)N(CC(=O)NC2CCCC2)c2ccccc2)no1,1.1,-0.9,2,0,-1,-2.1,-14,-7,146,-1,-2.1
CN(CC(=O)Nc1ccccc1Br)C(=O)c1ccc2c(=O)n3c(nc2c1)CCC3,2.1,0.8,-4,-1,-8,-0.5,-7,-7,-12,3,1.6
Cc1cc(C)cc(NC(=O)CSCc2nc3c(nnn3Cc3ccc(F)cc3)c(=O)[nH]2)c1,-0.2,3.3,-1,-2,-15,0.2,3,-8,-7,-3,-1.2
